# Bioassay records as filed in PubChem.
# Yfh1-depleted yeast = enhancers of respiration in Yfh1-depleted yeast, dose response, Friedreich's ataxia, plus single-dose screen (AID 1465); S. cerevisiae Yfh1-off respiration, WST-1 reduction, 72 h; higher fold induction means a stronger effect; 220,000 tested, 0.074% active; fold induction at 50 µM; hits with a dose series show EC50 in µM;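 active = fold induction of absorbance versus untreated yeast above a set limit, then at least 30% activation at any dose in follow-up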;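 also: activators that raise dye reduction in frataxin-depleted yeast; strong numbers were not always called active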
# Dynein cargo inh = inhibitors of GR-EGFP nuclear translocation, primary screen, dynein cargo transport inhibitor project, imaging, high-content, 3617.4 mouse cells; test concentration mostly 20 µM; stimulated with dexamethasone, 1 µM; active compounds read low; z-score, hits read low; 220,000 tested, 0.47% active; AID 1381, 2008;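 active = plate z-score of nuclear minus cytoplasmic receptor signal below a set negative limit, without overly bright fluorescence or cell loss, cut at about -3.5 in these data, passing the limit was not always enough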;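 also: z-score of nuclear minus cytoplasmic ring GR-EGFP intensity difference per well; some compounds called inactive have numbers as strong as hits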
#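 Buffer or medium: Induction medium lacking tetracycline, stripped serum | Also added: Dexamethasone agonist, 1.0 µM final, for 30 min | Timing: 48 h induction, 1 h compound, 30 min dex at 37 °C | Detection: Formaldehyde fixation, Hoechst nuclear stain, 10x automated fluorescence imaging | Measure: Nuclear versus cytoplasmic GR-EGFP signal, averaged per well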
# WT yeast gro inh = growth inhibition of WT strain, primary screen, mitochondrial fusion inhibitor project, WT and mutant strains, chemical genetic | 190,000 tested, 2.1% active | mitochondrial fusion phenotypic screen | inhibition, % at 10 µM | AID 1362, 2008; in the data active = inhibition above about 58%; tested in S. cerevisiae
# M17LAP inhibition = P. falciparum M17LAP inhibitors, primary screen, biochemical, fluorogenic H-Leu-NHMec substrate, 1536-well (AID 1619) | 220,000 tested, 0.38% active | recombinant M17LAP, H-Leu-NHMec fluorogenic kinetic assay; higher % means a stronger effect | inhibition, % at 30 µM; hits with a dose series show IC50 in µM | Leucine aminopeptidase (Plasmodium falciparum (isolate 3D7));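 active = compound inhibiting the enzyme by more than half at any dose during confirmatory dose-response retesting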;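 also: plate controls were full reaction with DMSO carrier for no effect and no enzyme background for full effect; strong numbers were not always called active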
# P. falciparum M1AAP = P. falciparum M1AAP inhibitors, biochemical, fluorogenic H-Leu-NHMec substrate, 1536-well (AID 1445). inhibition, % at 30 µM, or IC50 in µM where a hit was titrated. recombinant M1AAP, H-Leu-NHMec fluorogenic kinetic assay; higher % means a stronger effect. Aminopeptidase N (Plasmodium falciparum (isolate 3D7)). 220,000 tested, 0.42% active;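 active = primary inhibition above the hit cutoff, then over 50% inhibition at one or more dose response concentrations, cut at about 23% in these data, passing the limit was not always enough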;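 also: plate controls were DMSO full reaction for no effect and no enzyme background for full effect; strong numbers were not always called active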
# MT stabilizer = microtubule stabilizers in HeLa cells, primary screen, imaging, high-content imaging; HeLa tubulin immunostaining HCS, 24 h; share of cells brighter than vehicle mean+2SD; % tubulin-high responders, % at 10 µM; 200,000 tested, 0.83% active;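 active = plate Z-score above 3 for both tubulin-high and condensed-nucleus cell shares, with cell loss under 80%, at 10 µM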;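 also: anti alpha tubulin signal scored within the nucleus-defined area of each cell; some results filed as inactive read as strong as hits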
# b-catenin transl = modulators of beta-catenin nuclear translocation, primary screen, imaging, HeLa cells, immunofluorescence, high-content | 190,000 tested, 0.3% active | AID 1665, 2009 | nuclear translocation activity, % at 5 µM;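 active = nuclear translocation activity above 50% at 5 µM, with a well cell count of 50 or more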;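 also: per-cell ratio of nuclear to cytoplasmic median beta-catenin stain intensity; plate controls were DMSO negative control for no effect and GSK-3 inhibitor IX positive control for full effect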
#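 Test system: human HeLa cells, endogenous beta-catenin. Times: 24 h compound exposure, 37°C. Measured by: beta-catenin immunofluorescence imaging with DAPI.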
# Autophagy mod = autophagy modulators in MEF cells, primary screen, imaging, high-content, MEF GFP-LC3; 190,000 tested, 0.98% active; MEF GFP-LC3 puncta imaging; test concentration mostly 10 µM; calls only at 10 µM (by protocol); AID 463193, 2010;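 active = percentage of spot-positive cells more than 3 SD above its plate mean, without a fluorescence outlier flag or 80% toxicity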;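 also: spot-positive cell cutoff set from DMSO-treated cells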
# T cell modulator = modulators of CD8 T cell-vesicle binding, primary screen, mouse 2C CD8+ T cells, flow cytometry | calls only at 7 µM | 330,000 tested, 0.068% active | 2C CD8+ T cell-vesicle binding; active compounds read low;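 active = response, share of CD8 T cells binding vesicles, and their 90th percentile fluorescence all below set limits, cut at about 80% in these data, passing the limit was not always enough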
#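 Assay system: 2C TCR transgenic mouse naive CD8+ T cells, MACS-purified | Read-out: CD8+ gate FL2 mean fluorescence as % of same-row positive control | Signal: High-throughput flow cytometry with anti-B7-1 and anti-CD8 staining | Timing: Binding step 1.5 h, 37 °C, antibody labelling 20 min, ice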
# WT yeast gro inh mutant strain = recorded beside WT yeast gro inh, whose call it bears; inhibition, %; mitochondrial fusion phenotypic screen, mutant strain inhibition
# Dynein cargo inh cytoplasmic EGFP = second read-out of Dynein cargo inh, no call of its own (marks repeat the call); z-score; measured here: cytoplasmic GR-EGFP intensity; active compounds read high
# Dynein cargo inh nuclear GR-EGFP = also measured in Dynein cargo inh; calls as there; z-score; measured here: nuclear GR-EGFP intensity;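 lower value marks the stronger effect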
# Dynein cargo inh cell count = also measured in Dynein cargo inh; calls as there; z-score; measured here: cell count per field
# b-catenin transl cell count 5 µM = also measured in b-catenin transl; calls as there; cell count; measured here: cell count, cytotoxicity flag
# T cell modulator vesicle-bound % = recorded beside T cell modulator, whose call it bears; double positive events, %; measured here: CD8+ vesicle-bound cell fraction;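 binding gate set so that unloaded-vesicle control wells show 10% double positive cells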
# MT stabilizer Hoechst-high % = second read-out of MT stabilizer, no call of its own (marks repeat the call); % Hoechst-high responders; measured here: nuclear condensation Hoechst responders;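 share of cells brighter than vehicle mean plus two SD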
# MT stabilizer cytotoxicity % = further read-out of MT stabilizer, marked with its call; toxicity, %; measured here: cytotoxicity by cell density;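 0% = mean cell density of plate MIN control wells and 100% = no cells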
# Autophagy mod cell loss 18 h = second read-out of Autophagy mod, no call of its own (marks repeat the call); toxicity, %; measured here: cell loss, nuclei count;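 cell loss after 18 h compound exposure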
# The depositor's hits bear a star; i = inactive; · = not tested or not shown. These rows are one share of the data. The share of hits here may be higher or lower than overall.
SMILES,Yfh1-depleted yeast,Dynein cargo inh,Dynein cargo inh cytoplasmic EGFP,Dynein cargo inh nuclear GR-EGFP,Dynein cargo inh cell count,WT yeast gro inh,WT yeast gro inh mutant strain,M17LAP inhibition,P. falciparum M1AAP,MT stabilizer,MT stabilizer Hoechst-high %,MT stabilizer cytotoxicity %,b-catenin transl,b-catenin transl cell count 5 µM,Autophagy mod,Autophagy mod cell loss 18 h,T cell modulator,T cell modulator vesicle-bound %
COc1cc(C=C2C(=O)NC(=O)NC2=O)cc(OC)c1OC,i,0.15,-0.28,-0.34,0.68,·,·,6%,5%,·,·,·,-0.8,1344,·,·,i,42
CCn1ccnc1CN1CCCC(C(=O)c2ccc(OC)cc2OC)C1 (stereo not given),i,0.17,-0.093,0.5,-0.43,7,6,-3%,3%,3.0,1.7,4.6,1.6,912,i,14,i,61
CC(=O)NC1CC2CCCC(C1)N2 (stereo not given),i,-0.13,-0.21,0.12,-0.079,-10,4,-1%,12%,3.4,1.7,3.8,0.7,1200,i,1,i,15
CN(C)c1ccc2c(c1)N=C(c1ccco1)OP2(=S)N1CCOCC1 (stereo not given),i,-0.87,-0.023,-0.23,0.55,0,4,-10%,7%,1.9,1.6,8.3,-3.0,983,i,8,i,19
O=P(Nc1c(Cl)cccc1Cl)(c1ccccc1)c1nc2c(s1)CCCC2 (stereo not given),i,-0.59,0.18,-0.84,0.29,0,16,4%,2%,2.3,1.3,3.6,-0.6,1406,i,5,i,8
CCOC(=O)c1ccc(N=C(C)c2c(O)[nH]c(=O)[nH]c2=O)cc1,i,0.79,-0.22,0.28,-0.87,·,·,-2%,2%,·,·,·,-1.2,1413,·,·,i,26
CN1C[C@H](CNC(=O)OCc2ccccc2)C[C@@H]2c3cccc4c3c(cn4C)C[C@H]21,i,-0.2,-0.21,0.094,0.52,36,-5,-18%,1%,3.5,2.2,3.1,-0.6,524,i,1,i,23
O=c1[nH]c(O)c(C=Nc2ccccc2Oc2ccccc2)c(=O)[nH]1,i,0.42,-0.13,0.22,0.15,·,·,-5%,9%,·,·,·,-1.8,1178,·,·,i,53
O=c1c2ccccc2nc(-c2ccco2)n1-c1nccs1,i,-0.21,0.12,-0.09,1.1,7,-3,8%,-3%,2.6,2.7,4.8,0.2,1070,i,9,i,25
C=C1C2C[C@H](O)C(C)(C)[C@@]2(O)[C@H](O)C[C@]23C[C@@](C)(O)[C@H](CC[C@H]12)[C@H]3OC(C)=O (stereo not given in full),i,0.26,-0.31,0.42,0.64,-12,-27,1%,9%,6.8,2.6,5.0,·,·,i,10,i,33
Cc1ccccc1NP(=O)(Oc1ccccc1F)Oc1ccccc1F,i,0.95,-0.13,0.64,-0.33,33,10,22%,16%,2.1,3.3,15,1.2,1174,i,0,i,7
Cc1c(N=Nc2c(O)n(Cc3ccccc3)c(=O)[nH]c2=O)c(=O)n(-c2ccccc2)n1C,i,-0.074,-0.22,0.32,-0.38,5,3,37%,1%,3.5,0.8,13,-0.3,705,i,30,i,22
COC(=O)CCCCC1SCC(NC(=O)c2ccccc2)C1Cl (stereo not given),i,0.16,-0.32,0.18,0.29,-16,-16,72%,0%,3.6,1.6,7.1,1.8,984,i,7,i,36
O=C1NC(=O)N(Cc2ccc(F)cc2)C(=O)/C1=C\c1ccoc1,i,-0.31,-0.18,-0.17,0.19,·,·,29%,11%,·,·,·,-3.8,1202,·,·,i,37
CCC(=NCCc1c[nH]c2ccccc12)c1c(O)n(C)c(=O)n(C)c1=O,i,0.21,-0.25,-0.075,0.91,12,13,-1%,1%,3.4,3.2,5.5,-7.0,1210,i,21,i,52
CCC(=O)OC1(c2ccccc2)C(C)CN(C)CC1C (stereo not given),i,0.19,-0.37,-0.52,1.5,-3,-11,8%,1%,4.3,1.6,11,0.6,1010,i,12,i,18
O=Cc1cn(Cc2ccc([N+](=O)[O-])cc2)c2ccccc12,i,1.1,-0.23,0.63,-0.29,0,-8,-8%,1%,8.8,5.0,13,-5.0,450,i,9,i,36
NP(=O)(Oc1ccccc1Cl)Oc1ccccc1Cl,i,-0.72,-0.25,-0.019,1.4,11,10,0%,-4%,2.2,1.7,7.2,-0.7,1133,i,-7,i,3
Cn1cc2c([N+](=O)[O-])cc([N+](=O)[O-])cc2n1,i,-0.66,-0.27,0.071,0.77,14,20,-2%,4%,3.2,2.3,1.4,-0.5,956,i,2,·,·
Cc1nc2nc(SCC(=O)N3CCC4(CC3)OCCO4)nn2c(C)c1Cc1ccccc1,i,-0.88,-0.12,-0.25,0.67,-1,-4,3%,-4%,1.6,0.8,6.2,·,·,i,-6,i,21
CCCC[N+]1(C)C2CC(OC(=O)C(CO)c3ccccc3)CC1C1OC12 (stereo not given),i,-0.53,-0.76,0.048,0.26,·,·,-2%,3%,·,·,·,1.6,1046,·,·,i,12
COc1ccc2c(c1)CC1(CN2C)C(=O)NC(=O)N(c2ccc(F)cc2)C1=O (stereo not given),i,0.16,-0.22,0.0076,0.02,6,-4,-8%,-11%,5.4,2.0,18,-1.2,1045,i,38,i,29
COCCOC(=O)c1c(N)n(Cc2ccco2)c2nc3ccccc3nc12,i,-0.37,-0.26,-0.13,-0.64,·,·,·,·,4.1,2.5,13,-6.5,1114,i,-4,i,56
O=C(Cn1cnc2ccccc2c1=O)NCCC(=O)N1CCC2(CC1)OCCO2,i,0.14,-0.13,0.21,-0.89,-16,5,-1%,-5%,3.1,1.5,6.3,-4.1,903,i,4,i,43
COc1cc(C)c(CN2CCN(c3ccccc3)CC2)cc1C,i,-0.38,-0.2,0.044,0.18,-12,-1,3%,-1%,1.8,1.7,8.3,-2.3,832,i,49,i,32
Cn1c(O)c(C(=N)COc2cccc(Cl)c2)c(=O)n(C)c1=O,i,-0.11,-0.42,-0.19,0.4,-17,-22,-2%,9%,2.6,2.3,4.2,-2.4,877,i,-3,i,31
CCC(CC)NC1CCCCC1OC (stereo not given),i,-0.91,-0.29,-0.67,0.91,-11,1,11%,3%,3.5,2.1,7.0,1.3,1004,i,1,i,15
CCCCC(=O)N/N=C/c1c(O)n(-c2cccc3ccccc23)c(=O)[nH]c1=O,i,0.16,-0.23,-0.00018,-0.0057,·,·,15%,3%,·,·,·,-0.4,1186,·,·,i,41
Cc1ccc[n+](CC(O)Cn2c3ccccc3c3ccccc32)c1 (stereo not given),i,0.5,-0.28,0.073,0.38,7,7,2%,-1%,3.1,1.8,6.2,-4.1,925,i,7,i,37
c1ccc(-c2[nH]c[n+](CC3CO3)c2-c2ccccc2)cc1 (stereo not given),i,0.75,-0.063,0.39,-1.1,-7,-1,15%,7%,5.6,3.0,5.0,0.3,1060,i,-25,i,65
CC(C)(C)C(=O)NC1CCSC1=O (stereo not given),i,2.4,0.14,2,-3.1,-11,3,-1%,7%,3.6,2.9,7.6,-0.2,1028,i,-11,i,44
CC(=O)C1=C(C)OC(N)=C(C(=O)OC(C)C)C12C(=O)Nc1ccccc12 (stereo not given),i,-0.041,-0.27,-0.22,0.89,6,-7,4%,-5%,2.8,1.8,5.9,·,·,i,-5,i,11
C#CCN(C)C(C)Cc1ccccc1 (stereo not given),i,0.54,-0.29,0.47,-0.062,17,-13,3%,0%,3.1,1.6,2.6,2.8,524,i,-43,i,25
CC(=NC1CCN(Cc2ccccc2)CC1)c1c(O)n(C)c(=O)n(C)c1=O,i,-1.2,-0.25,-0.48,-0.37,-16,-3,0%,1%,3.7,3.8,2.3,-8.4,936,i,-2,i,40
O=c1c2ccccc2nc(CSc2ncnc3nc[nH]c23)n1-c1ccc(Cl)c(Cl)c1,i,-1.6,-0.16,-0.012,1.2,7,21,-6%,3%,4.4,1.7,8.0,-1.1,1458,i,6,i,35
